Compound activity deposited in PubChem by several laboratories.
STAT1 activator = STAT1 signaling activation | NIH 3T3 STAT1-luciferase reporter, IFN-gamma, luminescence; 100% = IFN-gamma alone, no compound | activation (% of control), % at 5.5 µM | hit rate 2.6% among 200,000 | AID 932;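 active = activation above the screen-wide mean activation plus 3 SD, cut at about 130% in these data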;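 also: raw ratio to IFN-gamma control signal so 100% means no change and 0% no light; values of inactives mirror those of a sister screen read the other way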
Diaph act CS = activates diaphorase or chemically reduces, flagging diaphorase assay artifacts; Diaphorase/resazurin coupled assay, resorufin fluorescence, 16 min; hits give high values; 1 = vehicle wells, 0 = NADH-free wells; activation factor at 20 µM; hit rate 0.005% among 190,000; AID 1229;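 active = diaphorase activity raised at least twofold by the compound at 20 µM; inactive = activation factor below 2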
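Test system: Clostridium kluyveri diaphorase, purified enzyme; input: enzyme 0.07 U/mL final; buffer or medium: 50 mM HEPES pH 7.4 with 4.542 mM MgCl2, 0.005% Tween 20; also added: 0.114 mM NADH and 0.1 mM resazurin, final amounts; schedule: 16 min enzyme reaction, ambient temperature; technique: fluorescence of resorufin, 544 nm excitation, 590 nm emission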
Hsp70 act = switches on Hsp70 transcription; HeLa Hsp70 promoter luciferase reporter, luminescence; scaled: vehicle 0, proteasome-inhibitor control 100%; activation, % at 10 µM; hit rate 0.04% among 200,000; AID 1203;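 active = activation above the mean across all tested compounds plus 3 SD, cutoff set per campaign, cut at about 5.5% in these data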;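 also: 100% = MG132 at 30 µM as the positive control and 0% = DMSO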
TLR4 MyD88 comp = blocks binding of human TLR4 to MyD88; O00206+Q99836; HeLa CL3-4 TLR4/MyD88 BLA complementation, FRET ratio; inhibition, % at 8.4 µM; hit rate 0.18% among 200,000; in the data active = inhibition above about 25%;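 also: 0% = vehicle and 100% = reference inhibitor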
Target sequence (O00206 whole entry, looked up): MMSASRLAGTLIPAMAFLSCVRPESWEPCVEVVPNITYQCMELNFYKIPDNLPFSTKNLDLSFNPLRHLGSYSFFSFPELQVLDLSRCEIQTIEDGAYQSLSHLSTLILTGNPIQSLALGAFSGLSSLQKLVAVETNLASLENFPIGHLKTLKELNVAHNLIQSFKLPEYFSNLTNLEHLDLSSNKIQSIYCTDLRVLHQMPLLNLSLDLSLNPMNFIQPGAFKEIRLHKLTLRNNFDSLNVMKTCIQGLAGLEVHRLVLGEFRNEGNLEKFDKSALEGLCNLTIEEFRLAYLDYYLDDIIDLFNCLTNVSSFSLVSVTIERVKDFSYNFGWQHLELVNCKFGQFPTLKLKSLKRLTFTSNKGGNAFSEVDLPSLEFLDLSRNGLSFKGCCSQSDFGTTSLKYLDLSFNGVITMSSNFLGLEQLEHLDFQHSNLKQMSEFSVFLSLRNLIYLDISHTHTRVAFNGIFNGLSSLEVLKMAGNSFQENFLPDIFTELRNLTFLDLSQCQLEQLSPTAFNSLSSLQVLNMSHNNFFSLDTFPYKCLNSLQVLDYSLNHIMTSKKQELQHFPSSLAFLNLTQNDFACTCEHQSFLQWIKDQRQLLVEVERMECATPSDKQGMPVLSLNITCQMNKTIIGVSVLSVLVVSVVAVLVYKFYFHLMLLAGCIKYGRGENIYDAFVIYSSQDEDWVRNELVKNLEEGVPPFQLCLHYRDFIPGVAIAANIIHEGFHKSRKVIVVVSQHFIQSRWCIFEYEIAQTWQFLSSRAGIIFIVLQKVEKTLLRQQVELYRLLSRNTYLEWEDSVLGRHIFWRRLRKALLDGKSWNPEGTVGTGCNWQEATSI
Target sequence (Q99836 whole entry, looked up): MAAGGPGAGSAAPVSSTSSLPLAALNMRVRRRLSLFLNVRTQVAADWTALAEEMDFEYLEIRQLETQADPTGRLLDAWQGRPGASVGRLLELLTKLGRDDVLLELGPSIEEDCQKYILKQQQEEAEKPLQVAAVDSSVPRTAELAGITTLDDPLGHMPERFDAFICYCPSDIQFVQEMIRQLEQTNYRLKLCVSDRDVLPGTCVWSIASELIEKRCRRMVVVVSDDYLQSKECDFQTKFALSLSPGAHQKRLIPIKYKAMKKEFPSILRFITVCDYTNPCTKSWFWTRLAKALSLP
STAT3 act = increases IL-6 driven STAT3 reporter signal | U3A cells, IL-6 STAT3-luciferase reporter, luminescence; 100% = signal with IL-6 EC80 alone | activation (% of control), % at 5.6 µM | hit rate 0.91% among 190,000 | AID 871;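 active = activation above the screen-wide mean of compound activation plus 3 SD, cut at about 130% in these data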;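 also: 0% = background luminescence of wells with medium and substrate only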
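system = STAT3-luciferase reporter U3A cells | reagent = IL-6 stimulus at 33 ng/mL final | timing = 1 h compound pre-exposure, 6 h IL-6 stimulation, 37 °C | measured by = luminescence | evaluation = % activation versus median of IL-6-stimulated wells | control set = IL-6-only wells as 100% reference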
APP transl inh = APP translation inhibition | inhibition, % at 2 µM | AID 1285 | hit rate 0.82% among 190,000 | SH-SY5Y APP 5'UTR-luciferase reporter, luminescence;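 active = inhibition above a set limit, derived from the sample mean plus 3 SD, cut at about 45% in these data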; also: values of inactives mirror those of a sister screen read the other way
STAT3 blocker = reduces IL-6 driven STAT3 reporter signal; hit rate 0.89% among 190,000; inhibition, % at 5.5 µM; U3A cells, IL-6 STAT3-luciferase reporter, luminescence; host cell line lacks STAT1;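 active = inhibition above the mean inhibition across all screened compounds plus 3 SD, cut at about 44% in these data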;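 also: 0% = DMSO only wells and 100% = 100 µM nifuroxazide control wells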
Diaphorase inh = diaphorase inhibition or chemical oxidation counter-screen. hit rate 0.69% among 190,000. AID 1217. inhibition, % at 20 µM. diaphorase resazurin-to-resorufin fluorescence, NADH, 16 min; bacterial (C. kluyveri) enzyme, not human;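 active = primary screen inhibition at 20 µM above a set limit, cut at about 50% in these data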;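 also: plate controls were DMSO with full reaction for no effect and wells lacking NADH for full effect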
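material = Clostridium kluyveri diaphorase enzyme | amount = 0.14 U/mL diaphorase, enzyme working solution | schedule = incubation 16 min, room temperature | detection = fluorescence of resorufin formed from resazurin, Ex 544/Em 590 nm | benchmarks = positive control minus NADH, DMSO neutral control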
STAT1 blocker = inhibitors of IFN-gamma induced STAT1 signaling; AID 920; NIH 3T3 STAT1-luciferase reporter, luminescence; inhibition, % at 5.5 µM; hit rate 0.35% among 200,000;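 active = inhibition above a set limit, the mean inhibition across all tested compounds plus 3 SD, cut at about 34% in these data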;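 also: 0% = IFN-gamma with DMSO and 100% = IFN-gamma with 300 µM nifuroxazide; values of inactives mirror those of a sister screen read the other way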
G6PDH CS = inhibits Leuconostoc G6PDH, flagging false hits in G6PDH-based assays; hit rate 0.12% among 200,000; AID 1020; Purified L. mesenteroides G6PDH, diaphorase/resazurin coupled fluorescence, 45 min; inhibition, % at 5 µM; in the data active = inhibition above about 50%
* hit, by the source's call; x = not tested or not shown.

SMILES	STAT1 activator	Diaph act CS	Hsp70 act	TLR4 MyD88 comp	STAT3 act	APP transl inh	STAT3 blocker	Diaphorase inh	STAT1 blocker	G6PDH CS
N/C(=N\OC(=O)CC1CCCCC1)c1ccccc1	116	0.8	0.1	-3	107	-27	-8	15	-18	0
Cc1ccc(C2N(c3nccs3)C(=O)C3CCCN32)cc1 (centres undefined)	107	0.8	-0.1	-12	100	-8	2	19	-8	5
CCOc1ccc(OCC)c(NC(=O)CN2CCN(c3cccc(C)c3)C(C)C2)c1 (centres undefined)	102	0.8	0.2	-5	99	16	5	24	-2	0
O=C(CCC1CCCCC1)Nc1c[nH]c(=O)[nH]c1=O	97	0.9	0.6	1	92	-3	17	8	3	6
COc1ccc(OCC(=O)Nc2cccc3cccnc23)cc1	104	0.9	0.1	-3	86	-2	21	12	-6	10
COc1ccccc1N(C)S(=O)(=O)c1ccc(C(=O)OCC(=O)N(C)c2ccccc2)cc1	97	0.9	0.6	-15	102	1	-1	14	3	0
O=C(CSc1ccc(-c2ccccn2)nn1)NCc1ccc(F)cc1	99	0.9	-0.2	7	102	0	4	6	-1	5
CCn1cc(C(=O)OCC(=O)Nc2c(C)cccc2C)c(=O)c2ccc(C)nc21	94	0.7	-0.4	4	98	5	3	29	7	10
COC(=O)c1ccc(CSc2ncnc3c2oc2ccccc23)o1	97	0.8	-0.3	3	108	9	-7	18	3	0
COc1cc(OC)nc(NC(=O)CN2CCN(c3ccc(F)cc3)CC2)n1	99	0.8	-0.1	-10	101	-5	1	18	0	-6
COc1ccccc1N1CCN(C2CCN(S(=O)(=O)c3ccc(NC(C)=O)cc3)CC2)CC1	107	0.8	-0.1	-6	95	-1	11	18	-10	6
O=C(Oc1c(Br)cc([N+](=O)[O-])cc1Br)c1cccnc1	99	0.9	-0.1	-10	108	0	-4	7	1	6
O=C(NCc1ccccc1)c1ccc(/C=N/O)nc1	95	0.9	-0.1	-15	92	-3	14	10	6	11
CC1CC2(CCCCC2)N2C(=O)C(=O)c3cccc1c32 (centres undefined)	96	0.9	0.0	-8	102	5	2	11	5	2
COC(=O)c1cccc(N(C(=O)c2cnccn2)C(C(=O)NC2CCCCC2)c2cn(C)nc2C)c1 (centres undefined)	96	0.9	-0.1	-5	102	-2	3	8	4	9
CN(CCNC(=O)c1cc2c(=O)n(C)c3ccccc3c2n1C)Cc1ccccc1	97	1.1	-0.2	-1	95	4	14	-14	3	4
CCN(c1ccccc1)S(=O)(=O)c1ccc(Cl)c(C(=O)OCC(=O)NC(=O)C(C)C)c1	100	0.7	0.1	-14	100	-28	3	26	-1	-6
CC(c1ccco1)N(C(=O)c1ccccc1F)c1ccccn1 (centres undefined)	103	1.1	-0.2	-12	94	-13	8	-14	-3	6
Cc1cc2nc(C3CCCN(C(=O)NCc4ccccc4)C3)[nH]c2cc1C (centres undefined)	121	0.8	0.0	-5	115	-20	-14	17	-23	7
Cc1ccc(CN2C3=NCCCN3c3ccccc32)cc1	75	0.9	0.2	0	87	1	21	12	27	-4
CCn1cc(CN2CCCC(C(=O)c3ccc(-c4ccccc4)cc3)C2)cn1 (centres undefined)	90	1.1	0.0	-9	99	12	7	-14	12	10
CCCc1nnc(NC(=O)CCCC(=O)O)s1	96	1	-0.5	13	108	-8	-2	3	4	2
COc1cccc(C(=O)NC2CCN(CC(=O)Nc3cccc(C)c3C)CC2)c1	97	0.9	-0.1	1	94	0	10	14	1	17
COc1ccccc1NS(=O)(=O)c1cc(NC(=O)/C=C/c2cccs2)ccc1N1CCOCC1	92	0.8	-0.2	-2	115	-2	-18	17	9	11
N#CCSc1nnc(Cc2cccs2)n1C1CCCCC1	92	0.9	-0.1	10	95	0	11	8	9	0
CCN(CC)C(=O)C(C)N(C#N)c1nc(C)cc(C)n1 (centres undefined)	97	0.8	-0.3	9	104	4	-6	18	3	19
CSc1ccccc1NC(=O)c1c(Br)cnn1C	98	1	-0.3	6	96	51*	12	-2	2	4
O=C(N=Nc1c(O)n(C2OC(=O)c3ccccc32)c2ccccc12)c1ccc(O)cc1 (centres undefined)	99	0.9	-0.2	0	91	-13	14	6	1	1
COc1ccc(OC)c2sc(NC(=O)C3CC3)nc12	102	0.9	-0.1	-2	111	-8	-4	14	-2	10
C=CCn1c(C)csc1=Nc1ccc(C(=O)O)cc1	105	0.9	0.1	-10	100	6	2	14	-8	1
CCc1ccc(CC)c(S(=O)(=O)Nc2ccc(C(=O)O)c(O)c2)c1	102	0.9	0.0	3	103	-10	0	12	-2	-13
COc1ccc(OC)c(NC(=O)C(CC(=O)O)Cc2ccc(Cl)cc2)c1 (centres undefined)	102	1	-0.1	-14	104	-6	0	0	-2	5
CCOc1ccc2nc(Cl)c(CN(C(=O)c3cnccn3)C3CCCC3)cc2c1	103	0.9	-0.3	7	104	-13	-4	11	-5	0
CC(C)(C)n1nnnc1C(c1cccs1)N(Cc1cccnc1)Cc1ccco1 (centres undefined)	99	0.8	0.1	3	107	7	-4	23	1	-15
COc1ccc(S(=O)(=O)N(C)CC(=O)N2CCN(Cc3ccccc3)CC2)cc1C	93	0.8	-0.2	4	100	16	2	16	7	6
Cn1nnc(NC(=O)COc2ccc(C3CCCCC3)cc2)n1	95	0.9	-0.1	1	95	-3	8	12	5	-6

Entries shown so far containing a COOH group (4):
SMILES	STAT1 activator	Diaph act CS	Hsp70 act	TLR4 MyD88 comp	STAT3 act	APP transl inh	STAT3 blocker	Diaphorase inh	STAT1 blocker	G6PDH CS
CCCc1nnc(NC(=O)CCCC(=O)O)s1	96	1	-0.5	13	108	-8	-2	3	4	2
C=CCn1c(C)csc1=Nc1ccc(C(=O)O)cc1	105	0.9	0.1	-10	100	6	2	14	-8	1
CCc1ccc(CC)c(S(=O)(=O)Nc2ccc(C(=O)O)c(O)c2)c1	102	0.9	0.0	3	103	-10	0	12	-2	-13
COc1ccc(OC)c(NC(=O)C(CC(=O)O)Cc2ccc(Cl)cc2)c1 (centres undefined)	102	1	-0.1	-14	104	-6	0	0	-2	5

More results.
SMILES	STAT1 activator	Diaph act CS	Hsp70 act	TLR4 MyD88 comp	STAT3 act	APP transl inh	STAT3 blocker	Diaphorase inh	STAT1 blocker	G6PDH CS
CC(C)(C)c1ccc(C(=O)Nc2nnc(Cc3c[nH]c4ccccc34)s2)cc1	94	1	-0.4	-4	123	5	-31	-4	7	0
COC(=O)CSc1nnc(-c2cnccn2)n1C	104	1	0.1	0	101	-12	1	1	-5	-1
O=C1CCC(C(=O)Nc2cccc3ccccc23)N1 (centres undefined)	102	1	-0.6	-21	105	0	-2	0	-2	14
COc1ccc(Br)cc1C(=O)Nc1ccc(Cc2ccncc2)cc1	84	1	-0.1	-5	126	-10	-27	1	18	6
Cc1nc2ccccc2nc1OCC(=O)N1CCN(c2ccccc2)CC1	98	1	-0.3	6	97	-3	12	-4	3	8
CC(C)NC(=O)NC(=O)COC(=O)c1ccccc1O	92	1	-0.3	9	90	2	19	5	7	6
Cc1cccc(Oc2ccc(NC(=O)c3ccccc3C(=O)O)cc2)c1C	93	0.8	-0.2	-3	100	-6	0	20	8	5
N#Cc1cccc(NC(=O)CC2CCCCC2)c1	104	1	-0.5	-5	105	-5	1	4	-4	1
CSc1ccc(CNc2nnnn2C)cc1	105	0.9	-0.1	-1	101	1	4	10	-9	6
C#CC(CC)(CC)NC(=S)Nc1cccc(C(C)=O)c1	95	0.8	-0.3	-7	95	x	12	17	5	6
COc1cc(/C=N/Nc2nc(C)cc(C)n2)ccc1OC(=O)c1ccco1	102	0.9	-0.2	2	106	-3	-10	14	-2	3
O=C(O)c1cnn2c(C(F)(F)F)cc(-c3ccccc3)nc12	104	1	-0.2	10	95	3	12	5	-4	14
Cn1c(=O)c2c(nc(N/N=C/c3cccs3)n2Cc2ccc(Br)cc2)n(C)c1=O	104	0.9	-0.4	-3	105	-22	-5	11	-5	9
COC(=O)Cc1[nH]nc2c1C1(C(=O)N(Cc3ccc(Cl)cc3)c3ccccc31)C(C#N)=C(N)O2 (centres undefined)	100	0.9	-0.2	2	107	-5	-9	14	-1	2
c1ccc2c(c1)[nH]c1c(N3CCSCC3)ncnc12	66	x	0.5	-11	113	-20	-7	x	38*	x
Cc1ccsc1C1CC(=O)NC2=C1C(=O)CC(C)(C)C2 (centres undefined)	107	0.9	-0.3	9	94	10	11	12	-7	0
Cc1ccc(NS(=O)(=O)c2cn(C)cn2)cc1	100	0.9	-0.2	10	104	-10	-1	7	0	-6
COc1ccc(-c2cc3nc4c(c(N5CCC6(CC5)OCCO6)n3n2)CCC4)cc1	99	0.6	-0.3	4	93	6	13	41	-1	2
Cn1c(Cn2c(=O)sc3ccccc32)nnc1SCC(=O)Nc1cccc(Cl)c1	96	0.9	0.0	4	103	-6	-3	8	5	1
Fc1ccccc1Cn1nnc(-c2ccc3c(c2)OCO3)n1	136*	0.8	0.5	7	108	-166	-5	24	-39	6
COc1ccc2c(c1OC)CN1CCc3cc4c(cc3[C@@H]1[C@@H]2O)OCO4	101	0.9	-0.2	-4	108	7	-12	13	-1	20
O=C1OC(/C=C/c2ccccc2)=NC/1=C/c1ccco1	99	0.9	-0.2	-11	100	2	-3	11	3	-14
Cc1ccccc1NC(=S)N/N=C1\CC(C)(C)Oc2ccc(O)cc21	105	0.7	-0.5	4	102	-23	1	34	-6	5
Cc1ccccc1CN1CCc2c(OCC(=O)N3CCCc4ccccc43)cccc2C1=O	101	0.8	-0.2	-13	102	1	-3	15	-2	0
COC(=O)CCn1nnc(-c2ccc(C(C)C)cc2)n1	57	0.9	-0.6	1	34	77*	84*	5	48*	32
CCC(c1nnnn1Cc1ccccc1)N1CCN(C(=O)c2ccco2)CC1 (centres undefined)	96	0.9	0.1	-7	98	-4	6	14	4	8
S=C(Nc1cccnc1)N1CCCCC1	102	0.9	-0.5	2	106	-6	-5	5	-4	1
COc1ccc(C(=O)CSc2nnc(-c3cc(C)on3)o2)cc1	109	0.8	-0.4	6	101	-9	-2	18	-10	9
O=C(Nc1nnc(-c2ccccc2)o1)C1CCCCC1	104	0.9	-0.2	-14	103	-9	6	11	-5	-16
CCCN(CCC)CCNC(=O)C1c2ccccc2C(=O)N2CCc3ccccc3C12 (centres undefined)	99	0.8	-0.1	-20	108	10	0	16	-1	6
CCc1ccc2[nH]c(=O)c(CN(Cc3nnnn3C3CCCC3)C3CCCCC3)cc2c1	99	0.7	-0.3	3	108	-47	-3	29	0	7
O=C(O)CCn1c(=O)sc2ccccc21	96	1	-0.5	-11	97	-1	13	0	4	6
